Source: PubChem (National Center for Advancing Translational Sciences (NCATS))
HEK293 viab – cell viability loss counter-screen. HEK-293-SNCA-luc viability, GF-AFC fluorescence, 24 h. AID 1671193. Potency, µM (top dose mostly 57.1 µM), without a hit: at the top dose activity change, negative = cytotoxicity, most hits filed as cytotoxic. actives 0.12% (n = 150,000);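 further: potency means the concentration at half of the fitted maximal effect; 0% = DMSO-treated cells and -100% = medium-only wells without cells; nearly all actives have a fitted effect of over 30% in size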
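HEK-293-SNCA-luc cells (1500/well) plated 24 h, then exposed 24 h to a dilution series; GF-AFC added 30 min at 37C, fluorescence 405/540 nm; normalised to medium-only and DMSO wells, Hill fit.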
3T3 cytotox – kills NIH 3T3 cells; NIH 3T3 viability, CellTiter-Glo ATP luminescence, 48-72 h; Potency, µM (series often up to 96.7 µM), without a hit: at the top dose activity change, negative = cytotoxicity, hits mostly inhibitors; AID 1345082; actives 4.3% (n = 94,000); further: potency means the concentration at half of the fitted maximal effect; nearly all actives have a fitted effect of over 55% in size
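Viability of NIH 3T3 cells after 48 or 72 hr compound treatment at 37 °C was assessed by CellTiter-Glo, with luminescence imaged following a 10 min room-temperature step.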
HEK293 tox – HEK 293 cell cytotoxicity. HEK 293 viability, ATP luminescence (CellTiter-Glo), 48-72 h. actives 6.6% (n = 94,000). Potency, µM (top dose mostly 115 µM), without a hit: at the highest dose activity change, negative = cytotoxicity, most hits filed as inhibitors; further: potency means the concentration at half of the fitted maximal effect; nearly all actives have a fitted effect of over 60% in size
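Luminescence from cellular ATP, measured with CellTiter-Glo, indicates HEK 293 viability. Cells plated at 250 cells/well are treated with compound for 48 or 72 hr at 37 degree Celsius before reagent addition.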
GPT2 inhibitor – inhibitors of human GPT2 alanine aminotransferase | Q8TD30 | Recombinant GPT2, coupled pyruvate oxidase/HRP Amplex Red fluorescence | actives 0.25% (n = 100,000) | AID 1671188 | Potency, µM (highest dose often 57.7 µM), inactives show top-dose activity change, negative = inhibition, usual class: inhibitors; further: potency means the concentration at half of the fitted maximal effect; nearly all actives have a fitted effect of over 60% in size; many of its hits are not listed in these tables
Target sequence (Q8TD30 whole entry, looked up): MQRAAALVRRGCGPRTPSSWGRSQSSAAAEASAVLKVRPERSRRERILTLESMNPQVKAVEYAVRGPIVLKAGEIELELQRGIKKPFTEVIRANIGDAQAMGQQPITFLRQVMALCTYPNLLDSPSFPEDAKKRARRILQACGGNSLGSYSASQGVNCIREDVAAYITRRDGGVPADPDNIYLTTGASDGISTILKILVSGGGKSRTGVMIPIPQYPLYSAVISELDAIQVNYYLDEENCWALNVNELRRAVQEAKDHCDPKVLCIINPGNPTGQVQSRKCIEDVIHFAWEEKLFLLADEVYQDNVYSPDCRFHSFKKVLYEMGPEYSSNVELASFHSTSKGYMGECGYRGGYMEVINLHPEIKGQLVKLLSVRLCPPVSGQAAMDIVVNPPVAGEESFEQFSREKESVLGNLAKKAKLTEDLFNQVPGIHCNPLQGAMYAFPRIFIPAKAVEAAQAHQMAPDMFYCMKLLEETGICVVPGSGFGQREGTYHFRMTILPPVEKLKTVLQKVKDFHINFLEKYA
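Inhibition is scored from Amplex Red fluorescence generated when pyruvate oxidase and HRP act on pyruvate released by GPT2. Reactions contain 10ng/uL enzyme, 250uM a-KG and 2mM L-alanine and run 30 min at room temperature.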
Luciferase inh – blocks purified firefly luciferase enzyme activity | purified P. pyralis luciferase, luminescence, biochemical | actives 2.5% (n = 76,000) | Potency, µM (doses to about 115 µM), without a hit: top-dose activity change, negative = inhibition, hits mostly inhibitors; further: potency means the concentration at half of the fitted maximal effect; nearly all actives have a fitted effect of over 65% in size
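FLuc 10nM, D-luciferin 10uM, ATP 10uM, Mg acetate 10mM, Tris acetate pH 7.5, Tween/BSA; cpd qHTS; enzyme added last; CCD luminescence.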
SNCA expr inhib – SNCA gene expression inhibition; HEK-293 SNCA-luciferase knock-in, luminescence, 24 h; Potency, µM (series often up to 57.2 µM), without a hit: top-dose activity change, negative = inhibition, actives largely listed as inhibitors; actives 0.17% (n = 140,000); AID 1671194;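 further: potency means the concentration at half of the fitted maximal effect; plate controls were DMSO cells for no effect and cell-free wells for full effect; nearly all actives have a fitted effect of over 45% in size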
IP6K1 inh – blocks human inositol hexakisphosphate kinase 1. Q92551. IP6K1 kinase, ADP-Glo luminescence, 2 h; hits give low values. activity change, % (series mostly up to about 58 µM). actives 0.81% (n = 140,000). AID 1645851; in the data active means activity change below about -25%
Target sequence (Q92551 whole entry, looked up): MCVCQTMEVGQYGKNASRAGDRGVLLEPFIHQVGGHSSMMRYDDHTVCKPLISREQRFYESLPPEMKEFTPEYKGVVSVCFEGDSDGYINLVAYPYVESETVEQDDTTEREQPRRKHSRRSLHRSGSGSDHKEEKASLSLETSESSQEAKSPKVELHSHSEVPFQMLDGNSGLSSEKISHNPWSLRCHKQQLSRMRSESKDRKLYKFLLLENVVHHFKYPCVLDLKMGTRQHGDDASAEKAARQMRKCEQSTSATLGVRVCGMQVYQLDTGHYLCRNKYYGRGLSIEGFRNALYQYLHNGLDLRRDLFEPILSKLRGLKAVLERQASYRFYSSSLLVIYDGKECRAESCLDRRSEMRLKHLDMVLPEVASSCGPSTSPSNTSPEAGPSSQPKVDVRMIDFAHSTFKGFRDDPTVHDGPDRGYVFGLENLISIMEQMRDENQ
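ADP-Glo luminescence measures ADP made by human IP6K1 during a 2 h RT reaction with ATP/IP6 (mix at 1.3 mM/130 uM); top library doses 57.5 and 19.1 uM final.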
* marks the source's active call; other numbers are inactive results; i = inactive; ? = inconclusive; . = no result given; & = joins results of further samples; [ ] = remark or other dose. Unless noted, the call rests on the fitted dose curve; in most records, active means well fitted curve in the direction sought with a large enough effect; inconclusive means small, poorly fitted or top-dose-only effect, or another doubt; inactive means no such curve, though single readings can be large; an effect the other way counts as inactive or inconclusive. Unless noted, on the % scale 0 is the no-effect control and ±100 the full control effect. An excerpt; the hit share may differ from the screen's.

nr	compound	HEK293 viab	3T3 cytotox	HEK293 tox	GPT2 inhibitor	Luciferase inh	SNCA expr inhib	IP6K1 inh
1	Cc1ccccc1-c1cc2nccc(-c3cc(Cl)ccc3O)n2n1	11%	.	.	.	.	-4%	15
2	C[C@]12C=CC(=O)C=C1CC[C@H]1[C@@H]3C[C@@H](O)[C@](O)(C(=O)CO)[C@@]3(C)C[C@H](O)[C@@]12F	-2%	.	.	-6%&-9%	.	24%	12
3	Cc1cc2oc(C(=O)N(Cc3ccc(Cl)cc3)Cc3ccco3)c(C)c2cc1Cl	5%	.	.	.	.	24%	33
4	COc1cccc(-c2cccc(C(=O)N3CCC4(CCCN(C)C4=O)C3)c2)c1 (configuration not stated)	4%	-21%	?	2%	-17%	16%	15
5	Cc1ccc(C(=O)NCCn2cccc2-c2nc(-c3ccccc3)no2)cc1	-5%	-16%	-1%	-2%	0.89µM*	5%	-1
6	Cc1nonc1CN1CCC2(CC1)C(C(=O)O)CC(=O)N2C (configuration not stated)	1%	3%	2%	-1%	-4%	-3%	-11
7	O=C(Cc1ccc(F)cc1)N1CCN(c2ccc3nnc(-c4ccccc4)n3n2)CC1	.	?	?	.	.	.	14
8	CC(C)/C=C1\NC(=O)C(C(C)C)n2c1nc1ccccc1c2=O (configuration not stated)	-19%	.	.	i	.	.	39
9	Cc1noc(-c2cn(C3CCN(C(=O)c4cc5ccccc5[nH]4)CC3)nn2)n1	-3%	?	-21%	i	-30%	62%[activator]	-4
10	O=C(c1ccc(F)cc1)N1CCn2c(nn(-c3ccncc3)c2=O)C1	-1%	?	?	i	5%	17%	6
11	O=C(COc1ccc(Cl)cc1)Nc1ccc(-c2nnc3n2CCCC3)cc1	12%	0%	2%	i	6%	-8%	11
12	COc1ccc(NC(=O)CSc2nc(-c3ccco3)cc(C(F)(F)F)n2)cc1Cl	-9%	.	.	.	.	?	6
13	CNC(=O)c1cc(-c2cccc(F)c2)nc2c1cnn2C	.	?	?	.	.	.	15
14	Cc1ccc(CNC(=O)C2CCCCC(=O)N2C)cc1 (configuration not stated)	4%	i	11%	i	10%	-4%	7
15	c1csc(-c2nc3nccc(-c4ccncc4)n3n2)c1	4%	-14%	-4%	-6%	-17%	87%[activator]	-3
16	CC(=O)N1CCC(N2CCC[C@H]2c2nc(-c3ccc(N4CCC(C(N)=O)CC4)nc3)no2)CC1	-1%	-12%	-8%	1%	-13%	12%	4
17	Cc1nc(C(=O)N2CC(=O)N(C3CCCCC3)CC(OCc3ccccc3)C2)cs1 (configuration not stated)	3%	-1%	-21%	-6%	1%	22%	0
18	CCOC(=O)c1c(C)[nH]c(C)c1S(=O)(=O)N(C)CC(=O)NCc1ccc(Cl)cc1	12%	.	.	.	.	20%	28
19	CCN(CC)C(=O)[C@@H]1C[C@@H](NC(=O)C2CCCC2)CN1Cc1ccoc1	-2%	-10%	-30%	3%	4%	3%	9
20	CC(C)CNc1ncnc2c1CN(C1CCCC1)C(=O)CN2C	-9%	-17%	4%	-21%	.	-4%	10
21	Cc1ccc(NC(=O)Cn2c(=O)n(Cc3nc(C)no3)c(=O)c3cc4c(cc32)OCO4)c(C)c1	0%	.	.	.	.	-15%	-6
22	Cc1nn(-c2ccccc2)c2nc(C3CC3)cc(C(=O)NCc3ccccc3Cl)c12	-3%	.	.	.	.	-5%	17
23	Cc1nn(CCC#N)c(C)c1[C@@H]1C=C[C@@H](NCc2ccc(F)cc2)C1	-5%[87.6 µM]	2%[174 µM]	-15%[172 µM]	-22%[88.5 µM]	-7%[172 µM]	-20%[87.6 µM]	13
24	CSc1cccc(NC(=O)c2ccc3c(c2)c(C)c(C)n3Cc2ccc(F)cc2)c1	-1%	.	.	.	.	34%[activator]	-3
25	O=C(c1ccccc1OCc1ccccc1)N1CCC2(CC1)[C@H](O)C[C@@H]2O	4%	0%	i	-12%	3%	3%	13
26	COc1cc(/C=C/c2nc(C#N)c(N3CCCCC3)o2)cc(OC)c1OC	8%	.	.	.	.	41%[activator]	-4
27	COc1ccc(NC(=O)C2CCCN(c3ncnc4onc(C)c34)C2)cc1OC (configuration not stated)	3%	.	.	.	.	40%[activator]	23
28	COc1ccc(C(=O)N2C[C@@H](F)[C@@H](OCc3nc4ccccc4o3)C2)cc1	-12%[87.6 µM]	-30%[174 µM]	100µM*	-13%[88.5 µM]	-3%[172 µM]	-12%[87.6 µM]	1
29	COc1ccc(-c2noc(CSc3nnc(C)n3-c3ccc(C)cc3)n2)cc1OC	0%	.	.	.	.	13%	-17
30	O=C(Nc1cccnc1)c1nnn2c1CN(Cc1ccccc1F)C(=O)CC2	8%[87.6 µM]	100µM*	-1%[172 µM]	2%[88.5 µM]	-5%[172 µM]	7%[87.6 µM]	-10
31	O=C(Nc1ccc(SC(F)F)cc1)c1cc(-c2ccc3c(c2)OCCO3)on1	13%	.	.	.	.	15%	12
32	CC(C)=CCn1c(-c2cc(C)oc2C)cn2cc(C(=O)N[C@@H](C)C(N)=O)nc2c1=O	0%	-25%	i	i	10%	2%	3
33	C#CCNC(=O)CC[C@@H]1CNC(=O)[C@@H]2C[C@H](NC(=O)c3ccco3)CN12	3%[87.6 µM]	-9%[138 µM]	-4%[172 µM]	i	8%[172 µM]	10%[87.6 µM]	10
34	CC(C)C1CN(C(=O)c2cncc(F)c2)CCC(=O)N1Cc1ccc(F)cc1 (configuration not stated)	1%	-12%	?	-17%[11.5 µM]	2%	8%	-13
35	COc1ccccc1-c1cc(C(=O)NCc2ccnc(N)c2)c2c(c1)ncn2C	-8%[87.6 µM]	?	?	-10%[88.5 µM]	-8%[172 µM]	?	2
36	COc1cccc(NC(=O)Cn2c(=O)n(CCC(=O)NCc3ccccc3OC)c(=O)c3ccccc32)c1	-9%	.	.	.	.	-27%	3
37	COc1ccc(C2(C(=O)NC3CCN(C(=O)N4CC5CC(C4)[C@H]4CCCC(=O)N4C5)CC3)CC2)cc1 (some centres not stated)	10%	3%	-3%	-1%	1%	1%	0
38	COC[C@@H]1CN(S(=O)(=O)c2cnc[nH]2)C[C@H]1c1ccccn1	-9%	4%	i	-13%	2%	0%	17
39	Cc1nc(C)c(C(=O)N2CCCC(COc3ccccc3C(=O)N3CCCC3)C2)s1 (configuration not stated)	-7%	-16%	-16%	i	-6%	-15%	6
40	CS(=O)(=O)N[C@H]1C[C@H]2C(=O)Nc3ccc(-c4cccc(C(F)(F)F)c4)cc3C(=O)N2C1	-8%	?	?	5%	13%	?	-10
41	COC[C@@H]1CN(C(=O)c2ccc(OC)nc2)C[C@H]1c1nc(C)no1	?	2%	-9%	i	-6%	0%	-4
42	COc1cc(NC(=O)CN(c2ccc(C)cc2)S(=O)(=O)c2cccc3nonc23)cc(OC)c1	7%	.	.	.	.	34%[activator]	-16
43	COc1ccccc1CC(=O)N1CCN(c2cc(-c3cccs3)[nH]n2)CC1	-11%	?	40µM*	3%	-3%	13%	-10
44	N#Cc1ccc(CN2CCC(N3CCOC3=O)CC2)cc1	5%[87.6 µM]	-9%[138 µM]	-19%[172 µM]	i	.	-23%[87.6 µM]	-2
45	Cc1oc(C(O)c2ccccc2)nc1C(=O)Nc1ccc(C(=O)Nc2ccccc2)cc1 (configuration not stated)	?	45µM*	32µM*	2%[88.5 µM]	?	?	-6
46	Cc1ccc(NC(=O)C2CCc3nnc(-c4cccc(C(F)(F)F)c4)n32)cc1 (configuration not stated)	1%	?	?	i	.	?	8
47	CCOC(=O)c1[nH]c(C)c(CCC(=O)Nc2cc(Cl)ccc2C)c1C	7%	.	.	.	.	-3%	21
48	O=S(=O)(c1ccc(-c2csc(=Nc3ccc(F)cc3)n2CCCCCCO)cc1)N1CCCC1	?	.	.	.	.	?	-15
49	COc1ccc(C(=O)N2CCCC(c3nc(-c4cnccn4)no3)CCNC(=O)CC2)c(OC)n1 (configuration not stated)	9%	1%	i	-11%	1%	6%	3
50	COc1ccc(F)cc1-c1cccc(C(=O)NCCNC(=O)C(C)(C)C)c1	6%	?	?	-13%	.	-12%	-6

Compound profiles (already shown).
Record of `COc1ccc(NC(=O)CSc2nc(-c3ccco3)cc(C(F)(F)F)n2)cc1Cl` = HEK293 viab: -9%; 3T3 cytotox: .; HEK293 tox: .; GPT2 inhibitor: .; Luciferase inh: .; SNCA expr inhib: ?; IP6K1 inh: 6
Record of `CNC(=O)c1cc(-c2cccc(F)c2)nc2c1cnn2C` = HEK293 viab: .; 3T3 cytotox: ?; HEK293 tox: ?; GPT2 inhibitor: .; Luciferase inh: .; SNCA expr inhib: .; IP6K1 inh: 15
Record of `O=C(Nc1ccc(SC(F)F)cc1)c1cc(-c2ccc3c(c2)OCCO3)on1` = HEK293 viab: 13%; 3T3 cytotox: .; HEK293 tox: .; GPT2 inhibitor: .; Luciferase inh: .; SNCA expr inhib: 15%; IP6K1 inh: 12

(further entries)
nr	compound	HEK293 viab	3T3 cytotox	HEK293 tox	GPT2 inhibitor	Luciferase inh	SNCA expr inhib	IP6K1 inh
51	CC(=O)NCCC(=O)N1Cc2ccccc2CC2(CCN(CC3CCOCC3)CC2)C1	3%	i	i	-1%	.	31%[activator]	-9
52	CC(C)c1noc(C2CCCNCCC(=O)NCC2)n1 (configuration not stated)	0%	-7%	-1%	i	1%	-3%	30
53	CCOC(=O)N1CCC(NC(=O)c2cnn(-c3ccc(F)cc3)c2-n2cccc2)CC1	4%	.	.	.	.	18%	6
54	N#Cc1ccc(S(=O)(=O)N2CC(C(=O)NC3CCCCC3)C3(CCOCC3)C2)cc1 (configuration not stated)	-12%	2%	1%	-16%	-7%	-24%	15

Two records picked at random from those above, as already listed:
nr	compound	HEK293 viab	3T3 cytotox	HEK293 tox	GPT2 inhibitor	Luciferase inh	SNCA expr inhib	IP6K1 inh
53	CCOC(=O)N1CCC(NC(=O)c2cnn(-c3ccc(F)cc3)c2-n2cccc2)CC1	4%	.	.	.	.	18%	6
52	CC(C)c1noc(C2CCCNCCC(=O)NCC2)n1 (configuration not stated)	0%	-7%	-1%	i	1%	-3%	30
